KDM5B inh – Primary screen for KDM5B Histone Demethylases FDH-coupled qHTS | 2.6% of 220,000 active | KDM5B demethylase, FDH-coupled NADH fluorescence (FDH is formaldehyde dehydrogenase) | Potency, µM (doses to about 57.7 µM), inactives show at the top dose activity change, negative = inhibition, actives largely listed as inhibitors | Lysine-specific demethylase 5B (Homo sapiens), Q9UGL1; active = well fitted inhibition curve with a large enough effect; inconclusive = small, poorly fitted or top-dose-only effect; inactive = no such curve, though single readings can be large or run the other way; note: 0% is about no effect; nearly all actives have a fitted effect of over 70% in size
Target sequence (Q9UGL1 whole entry, looked up): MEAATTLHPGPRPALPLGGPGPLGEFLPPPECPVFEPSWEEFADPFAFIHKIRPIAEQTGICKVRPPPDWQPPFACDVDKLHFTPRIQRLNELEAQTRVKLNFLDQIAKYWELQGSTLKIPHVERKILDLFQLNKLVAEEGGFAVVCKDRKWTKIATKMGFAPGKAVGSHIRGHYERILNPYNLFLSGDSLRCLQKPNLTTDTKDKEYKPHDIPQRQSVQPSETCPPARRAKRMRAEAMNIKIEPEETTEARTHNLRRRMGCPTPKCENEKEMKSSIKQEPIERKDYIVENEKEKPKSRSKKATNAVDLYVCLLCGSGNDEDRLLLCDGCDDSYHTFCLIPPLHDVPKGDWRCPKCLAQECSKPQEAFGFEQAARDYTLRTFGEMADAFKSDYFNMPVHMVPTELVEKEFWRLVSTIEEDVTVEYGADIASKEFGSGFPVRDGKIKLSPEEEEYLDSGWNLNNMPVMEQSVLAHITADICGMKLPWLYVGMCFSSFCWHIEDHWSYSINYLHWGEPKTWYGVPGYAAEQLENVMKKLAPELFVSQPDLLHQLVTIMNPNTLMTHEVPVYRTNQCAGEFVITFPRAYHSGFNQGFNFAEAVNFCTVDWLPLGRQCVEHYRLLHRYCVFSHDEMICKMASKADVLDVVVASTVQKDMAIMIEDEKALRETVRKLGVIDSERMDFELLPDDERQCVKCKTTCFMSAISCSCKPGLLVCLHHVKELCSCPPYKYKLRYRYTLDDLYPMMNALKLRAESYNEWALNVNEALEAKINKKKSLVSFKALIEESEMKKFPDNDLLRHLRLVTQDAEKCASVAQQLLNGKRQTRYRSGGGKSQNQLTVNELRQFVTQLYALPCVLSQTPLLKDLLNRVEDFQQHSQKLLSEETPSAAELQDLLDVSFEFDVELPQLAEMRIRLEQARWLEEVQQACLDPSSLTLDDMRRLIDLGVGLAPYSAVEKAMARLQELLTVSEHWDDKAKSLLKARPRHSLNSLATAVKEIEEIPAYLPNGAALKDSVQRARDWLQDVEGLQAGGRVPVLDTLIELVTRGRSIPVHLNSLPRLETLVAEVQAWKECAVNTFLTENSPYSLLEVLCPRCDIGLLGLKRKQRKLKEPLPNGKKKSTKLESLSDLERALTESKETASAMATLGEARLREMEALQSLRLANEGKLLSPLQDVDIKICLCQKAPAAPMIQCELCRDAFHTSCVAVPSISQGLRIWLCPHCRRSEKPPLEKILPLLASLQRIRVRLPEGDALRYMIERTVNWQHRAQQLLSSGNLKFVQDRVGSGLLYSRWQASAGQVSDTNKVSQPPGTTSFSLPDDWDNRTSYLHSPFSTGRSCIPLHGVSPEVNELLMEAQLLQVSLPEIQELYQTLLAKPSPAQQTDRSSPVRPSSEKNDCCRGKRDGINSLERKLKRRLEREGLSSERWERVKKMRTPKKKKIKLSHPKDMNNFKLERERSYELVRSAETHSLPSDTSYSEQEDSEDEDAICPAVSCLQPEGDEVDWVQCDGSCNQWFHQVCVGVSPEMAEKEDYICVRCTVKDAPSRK
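Here, H3K4me3 peptide (12.5 µM in substrate mix) is demethylated by KDM5BΔAP, 200 nM final, after 10 min compound exposure. Formaldehyde product is coupled through FDH (0.25 U/mL in mix) to NADH fluorescence; 30-min ΔRFU feeds dose-response curves.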
Active calls of the source: *; [ ] = remark or other dose. Potency is the fitted concentration of half-maximal effect. These rows are one share of the data (hit frequency here may not be typical).

How did COc1ccccc1N1CCN(C(=O)CN2C(=O)C(c3ccccc3)=NC2(C)C)CC1 do in these assays?
KDM5B inh: 6%

How did O=C1CC(c2ccccc2)N(C(=O)CNS(=O)(=O)c2ccccc2)CCCCCN1 (stereo not given) do in these assays?
KDM5B inh: 4%

Results for COc1ccc(C(=O)NC2=C(C)Nc3ncnn3C2c2c[nH]c3ccccc23)c(OC)c1 (stereo not given) ?
KDM5B inh: 7%

How did COc1ccc(C(=O)N2CCC3(CC2)COc2ccccc2NC3=O)cc1 do in these assays?
KDM5B inh: -11%

Results for CC(=O)CSc1cc(-c2ccccc2)nc2ncnn12 ?
KDM5B inh: 8%

Results for Cc1ccc2c(c1)N1C(=O)OC[C@@H]1CCN(C(=O)c1cc(C)on1)C2 ?
KDM5B inh: -6%[86.2 µM]

What do the screens show for `CCCn1cc(S(=O)(=O)c2cc(C)ccc2C)c(=O)c2cc(F)c(N3CCOCC3)cc21`?
KDM5B inh: 6%

How did COc1cccc(C2C(C(=O)Nc3ccccc3)=C(C)Nc3nc(-c4ccccc4)nn32)c1OC (stereo not given) do in these assays?
KDM5B inh: inconclusive

What do the screens show for `O=C(c1cn2cc(-c3cccs3)n(CC3CC3)c(=O)c2n1)N1CCCC1`?
KDM5B inh: 9%

Results for Cc1nc(CN2C(=O)COc3ccc(S(=O)(=O)NCc4ccccc4)cc32)no1 ?
KDM5B inh: 24%

What do the screens show for `CCOC(=O)CSC(=S)N(C)C`?
KDM5B inh: 4%

How did O=C(NCc1ccccn1)c1cc(C(F)(F)F)cc(C(F)(F)F)c1 do in these assays?
KDM5B inh: -8%

Results for O=C(c1ccco1)N1CCN(C(=O)c2cc(=O)c3cc(Cl)ccc3o2)CC1 ?
KDM5B inh: -15%

What do the screens show for `CCC(C)NC(=S)N(C)N` (stereo not given)?
KDM5B inh: 6%

How did O=C(NCC(c1ccc2c(c1)OCO2)N1CCN(c2ccccc2)CC1)C(=O)Nc1ccccc1 (stereo not given) do in these assays?
KDM5B inh: -24%

What do the screens show for `Cc1ccc2cccc(NC(=O)c3ccc(C)c(C)c3)c2n1`?
KDM5B inh: -1%

Results for CCS(=O)(=O)N[C@H](Cc1ccccc1)C(=O)N1CCOCCNC(=O)CC1 ?
KDM5B inh: -27%

How did COc1cc(NC(=O)Cn2nc3n(c2=O)CCCCC3)cc(OC)c1OC do in these assays?
KDM5B inh: 2%

How did O=C(c1ccco1)N1CC[C@@H]2COCCN(Cc3ccccc3)[C@@H]2C1 do in these assays?
KDM5B inh: 2%

Results for Cc1cccc(N(CC(O)Cn2c3ccccc3c3ccccc32)S(=O)(=O)c2ccc(F)cc2)c1 (stereo not given) ?
KDM5B inh: inconclusive

Results for Cc1c(C(=O)Nc2ccc(S(=O)(=O)C(F)F)cc2)oc2ccccc12 ?
KDM5B inh: -22%

How did Cc1ccc(C(=O)N2CCN(c3nc4ncccc4o3)CC2)cc1 do in these assays?
KDM5B inh: inconclusive

What do the screens show for `Cc1ccc2nc(N3CCN(C(=O)C4CC4)CC3)sc2c1`?
KDM5B inh: -4%

What do the screens show for `O=C(CCc1nc(-c2cccs2)no1)Nc1cccc([N+](=O)[O-])c1`?
KDM5B inh: -17%

What do the screens show for `COc1cc(C(=O)ON=C2C3CC4CC(C3)CC2C4)cc(OC)c1OC`?
KDM5B inh: inconclusive

How did Cc1nc2nc(SCc3c(F)cccc3Cl)nn2c(C)c1Cc1ccccc1 do in these assays?
KDM5B inh: inconclusive

How did CN1C(=O)CCCCC1C(=O)N1CCc2ccccc21 (stereo not given) do in these assays?
KDM5B inh: 14%

What do the screens show for `CC1(C(=O)NNC(=O)c2ccc(=O)oc2)CC1Br` (stereo not given)?
KDM5B inh: inconclusive

How did Cc1ccc(NC(=O)CNCC(c2ccccc2)N(C)C)cc1F (stereo not given) do in these assays?
KDM5B inh: inconclusive

What do the screens show for `O=C([C@@H]1C[C@H](F)CN1C(=O)Nc1cc(F)cc(F)c1)N1CCCCC1`?
KDM5B inh: 9%

Results for O=C(COc1ccc(Cl)cc1)Nc1ccc2oc(-c3ccccc3F)nc2c1 ?
KDM5B inh: inconclusive

Results for N#Cc1cc(C(=O)c2cc(F)ccc2O)cn(C2CCCCC2)c1=O ?
KDM5B inh: -12%

How did CCCCC1CCC(C(=O)Oc2ccc(OC)cc2)CC1 (stereo not given) do in these assays?
KDM5B inh: -5%

Results for O=C1Nc2ccc(Br)cc2C(=O)N2CCN(C(=O)c3cccnc3)C[C@H]12 ?
KDM5B inh: -22%[86.2 µM]

Results for COc1cc(CN(C(=O)c2ccccc2[N+](=O)[O-])c2ccccn2)cc(OC)c1OC ?
KDM5B inh: -13%

Results for CC1CCN(c2nc(-c3ccncc3)nc3ccccc23)CC1 ?
KDM5B inh: -7%

How did Cc1ccc(C(c2sc3nc(-c4ccco4)nn3c2O)N2CCCCC2)cc1 (stereo not given) do in these assays?
KDM5B inh: -17%

How did Cc1c(Cl)cccc1NC(=O)Cn1cccc1-c1nc(-c2ccccc2)no1 do in these assays?
KDM5B inh: -16%

What do the screens show for `COc1ccc(-n2nc(C(=O)NCC(=O)N3CCCCCC3)c3ccccc3c2=O)cc1Cl`?
KDM5B inh: inconclusive

Results for O=C(NC1CCN(c2cc(-c3ccc(Cl)cc3)[nH]n2)C1)c1ccc2[nH]ccc2c1 (stereo not given) ?
KDM5B inh: inconclusive

Results for O=C(c1ccccc1F)N1CCC2(CC1)C(=O)NCN2Cc1ccc(Cl)cc1 ?
KDM5B inh: 0%

Results for CCOc1ccc(S(=O)(=O)Nc2cccc(-c3ccc(OCC)nn3)c2)cc1 ?
KDM5B inh: -18%

How did Cn1nc(C(=O)NCC(=O)N2CCCCCCNC(=O)CC2c2ccccc2)c2ccccc21 (stereo not given) do in these assays?
KDM5B inh: inconclusive

How did Cc1ccccc1C(=O)N1CC2(Cc3ccccc3N([S+](C)(=O)[O-])C2)C1 do in these assays?
KDM5B inh: 25µM*

Results for CC(C)c1nnc2sc(-c3ccc4c(c3)OCO4)nn12 ?
KDM5B inh: inconclusive

Results for CCc1ccc(NC(=O)CSc2nc(-c3ccccc3Cl)nc3c2Cc2c(CO)cnc(C)c2O3)cc1 ?
KDM5B inh: -7%

Results for CCOc1ccccc1NC(=O)c1ccc(F)c(S(=O)(=O)NCc2ccc3c(c2)OCO3)c1 ?
KDM5B inh: -20%

What do the screens show for `COc1ccccc1CC(=O)N1CCN(C(=O)c2nnn3c2COC(c2ccc(Cl)cc2)C3)CC1` (stereo not given)?
KDM5B inh: 10%

Results for CC1CCN(C(=O)CCc2nc3sc4c(c3c(=O)[nH]2)CCCCC4)CC1 ?
KDM5B inh: -16%

Results for Cn1cnnc1CC1CCN(Cc2nc3ccccc3n2C)CC1 ?
KDM5B inh: -16%

How did COc1cccc(CN2C(=O)CCCCC2C(=O)NCCc2c[nH]c3ccc(OC)cc23)c1 (stereo not given) do in these assays?
KDM5B inh: inconclusive

What do the screens show for `Cc1ccc(OCc2ccc(-c3nc(C#N)c(N4CCC(C(N)=O)CC4)o3)o2)cc1`?
KDM5B inh: inconclusive

Results for O=C(CN1CCN(c2ccccc2)CC1)NC(=O)NCC(F)(F)F ?
KDM5B inh: -17%

Results for Cc1ccccc1-c1nc(N2CCOCC2)cc2c1CN(Cc1ccccc1)C2=O ?
KDM5B inh: 32µM*

How did COC(=O)C1=C(C)NC(=O)NC1c1ccc(C(=O)OC)cc1 (stereo not given) do in these assays?
KDM5B inh: 5%

What do the screens show for `Cc1onc(-c2c(Cl)cccc2Cl)c1/C(N)=N/OC(=O)C1CC1`?
KDM5B inh: 17%

How did O=C(CC1CCCCC1)N1CCC(n2cc(-c3nc(-c4ccccc4)no3)nn2)CC1 do in these assays?
KDM5B inh: -20%

Results for CC1(C(=O)NCc2ccccc2)Cn2c(ccc2-c2ccco2)C(=O)N1Cc1ccccc1F (stereo not given) ?
KDM5B inh: inconclusive

How did N#Cc1nc(-c2ccco2)oc1N1CCN(c2ccccc2)CC1 do in these assays?
KDM5B inh: inconclusive

How did Cc1cccc(C(=O)Nc2ccccc2-c2nc(-c3ccccc3)no2)c1 do in these assays?
KDM5B inh: inconclusive

Reprinted at random: 3 entries already listed.
What do the screens show for `CC1(C(=O)NNC(=O)c2ccc(=O)oc2)CC1Br` (stereo not given)?
KDM5B inh: inconclusive

How did COc1cccc(C2C(C(=O)Nc3ccccc3)=C(C)Nc3nc(-c4ccccc4)nn32)c1OC (stereo not given) do in these assays?
KDM5B inh: inconclusive

What do the screens show for `CCC(C)NC(=S)N(C)N` (stereo not given)?
KDM5B inh: 6%

Not a retest: an excerpt of the list.
Results for O=C(c1ccccc1F)N1CCC2(CC1)C(=O)NCN2Cc1ccc(Cl)cc1 ?
KDM5B inh: 0%

Results for CCOc1ccc(S(=O)(=O)Nc2cccc(-c3ccc(OCC)nn3)c2)cc1 ?
KDM5B inh: -18%

How did Cn1nc(C(=O)NCC(=O)N2CCCCCCNC(=O)CC2c2ccccc2)c2ccccc21 (stereo not given) do in these assays?
KDM5B inh: inconclusive

How did Cc1ccccc1C(=O)N1CC2(Cc3ccccc3N([S+](C)(=O)[O-])C2)C1 do in these assays?
KDM5B inh: 25µM*

Next results follow.
Results for O=C(CN1C(=O)NC(c2ccccc2Cl)C2=C1COC2=O)Nc1cc(F)ccc1Cl (stereo not given) ?
KDM5B inh: -8%

Results for O=C1N/C(=N\S(=O)(=O)Cc2ccccc2)S/C1=C/c1cccc([N+](=O)[O-])c1 ?
KDM5B inh: -25%

What do the screens show for `COc1ccc(Cn2c(=O)c3oc4ccccc4c3n(Cc3cccc(C(F)(F)F)c3)c2=O)cc1`?
KDM5B inh: inconclusive

How did COc1ccc(N2CCCCS2(=O)=O)cc1S(=O)(=O)N(C)CCc1ccncc1 do in these assays?
KDM5B inh: -15%

Results for O=C(c1cccnc1OC1CCN(C(=O)C2CC2)C1)N1CCOCC1 (stereo not given) ?
KDM5B inh: -16%

Results for Cn1c(Cn2cccn2)nnc1C1CC(NC(=O)CN2CCCC2=O)C1 (stereo not given) ?
KDM5B inh: 3%

How did C[S+](=O)([O-])N1Cc2ccccc2OC2(CCN(C(=O)Cc3cccc(O)c3)CC2)C1 do in these assays?
KDM5B inh: 15%[115 µM]

How did Cc1ccc(CN2C(=O)[C@@H]3C[C@@H](O)CN3C3(CN(CC4CCCCC4)C3)C2=O)o1 do in these assays?
KDM5B inh: -11%[86.2 µM]

How did CCc1ccc2nc(N/C(N)=N/S(=O)(=O)c3ccc(C)cc3)nc(C)c2c1 do in these assays?
KDM5B inh: -6%

What do the screens show for `O=Cc1cccn1-c1ccccc1F`?
KDM5B inh: 21%

How did CN1CC(=O)N(C2CCNC2)Cc2c(NCC3(O)CCCCC3)ncnc21 (stereo not given) do in these assays?
KDM5B inh: inconclusive

How did COc1ccc(CNC(=O)CC2CCCCN(Cc3ccccc3)C2=O)cc1 (stereo not given) do in these assays?
KDM5B inh: -13%

How did CCNC(=O)N1CC[C@H]2CC(=O)N(Cc3cccnc3)CC[C@H]2C1 do in these assays?
KDM5B inh: -14%[86.2 µM]

What do the screens show for `CCC(=O)Nc1ccc(C2(C(=O)NCC3CC3)CCCCC2)cc1`?
KDM5B inh: -2%

How did CCCc1noc(CN2CCC(c3nc4ccccc4s3)CC2)n1 do in these assays?
KDM5B inh: 7%

What do the screens show for `Cc1nn(C(=O)COc2ccccc2)c(C)c1Sc1ccccc1`?
KDM5B inh: -13%

Results for COC(=O)c1cccc(-c2nc(C3CC(=O)N(c4ccc(F)cc4)C3)no2)c1 (stereo not given) ?
KDM5B inh: -22%

Results for NCCCC(=O)N1CCCC(N2CCN(c3cccc(Cl)c3)CC2)C1 (stereo not given) ?
KDM5B inh: -28%

How did COC(=O)c1cc2n(n1)CCCN(C(=O)c1cc(-c3ccccc3O)n[nH]1)C2 do in these assays?
KDM5B inh: inconclusive

Results for CCCCN1CCCCC1CNc1ccc2nnnn2n1 (stereo not given) ?
KDM5B inh: 12%

What do the screens show for `O=C(c1cccnc1OC1CCN(S(=O)(=O)c2ccccc2F)C1)N1CCOCC1` (stereo not given)?
KDM5B inh: 1%

What do the screens show for `c1cc(N2CCOCC2)ccc1-c1cc(-c2cn[nH]c2)c2cncn2c1`?
KDM5B inh: 28µM*

How did O=C(CCCc1nc(-c2ccccc2)no1)Nc1cc(C(F)(F)F)cc(C(F)(F)F)c1 do in these assays?
KDM5B inh: -18%

How did Fc1cccc(-c2cnc([C@@H]3COCCN3Cc3ccccc3)[nH]2)c1 do in these assays?
KDM5B inh: inconclusive

Results for CC(=O)NC1CC2(CCN(C(=O)c3c(C)noc3C)CC2)c2ccccc21 (stereo not given) ?
KDM5B inh: 9%[115 µM]

Results for CC(C)OCCCNC(=O)c1cc(-c2cccs2)nc2ccccc12 ?
KDM5B inh: inconclusive

What do the screens show for `CCCCCCNC(=O)CCc1c(C)nc2nc(-c3cc(OC)cc(OC)c3)nn2c1C`?
KDM5B inh: -25%

Results for COc1ccc(C(=O)COC(=O)CN2C(=O)c3ccccc3C2=O)c(OC)c1 ?
KDM5B inh: -8%

What do the screens show for `O=C(Nc1ccc(F)c(F)c1)c1cc(S(=O)(=O)C2CCS(=O)(=O)C2)ccc1F` (stereo not given)?
KDM5B inh: 8%

How did COc1cc(NC(=O)CC(c2ccc(C)cc2)N2Cc3ccccc3C2=O)cc(OC)c1 (stereo not given) do in these assays?
KDM5B inh: -11%

How did Cc1cc(C)n(CCNC(=O)c2ccc3c(c2)[nH]c(=O)n3C2CCC(O)CC2)n1 (stereo not given) do in these assays?
KDM5B inh: 12%

How did CCCN(Cc1cc(=O)[nH]c2ccccc12)C(=O)CC do in these assays?
KDM5B inh: -22%

Results for CCn1cc(C#N)c(=O)n(Cc2noc(-c3ccc(Cl)cc3)n2)c1=O ?
KDM5B inh: 5%

How did CCOC(=O)c1ccc(NC(=O)CCS(=O)(=O)Cc2ccccc2)cc1 do in these assays?
KDM5B inh: 29%
